# NOD2-RIPK2 inh: blocks binding of human NOD2 to RIPK2. O43353. CHO BLA complementation NOD2-RIPK2, CCF4 ratio. inhibition, % at 4.98 µM. 360,000 compounds, 0.38% hits. AID 624267; in the data active means inhibition above about 21%;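 further: 0% = vehicle only and 100% = reference blocker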
# Target sequence (O43353 whole entry, looked up): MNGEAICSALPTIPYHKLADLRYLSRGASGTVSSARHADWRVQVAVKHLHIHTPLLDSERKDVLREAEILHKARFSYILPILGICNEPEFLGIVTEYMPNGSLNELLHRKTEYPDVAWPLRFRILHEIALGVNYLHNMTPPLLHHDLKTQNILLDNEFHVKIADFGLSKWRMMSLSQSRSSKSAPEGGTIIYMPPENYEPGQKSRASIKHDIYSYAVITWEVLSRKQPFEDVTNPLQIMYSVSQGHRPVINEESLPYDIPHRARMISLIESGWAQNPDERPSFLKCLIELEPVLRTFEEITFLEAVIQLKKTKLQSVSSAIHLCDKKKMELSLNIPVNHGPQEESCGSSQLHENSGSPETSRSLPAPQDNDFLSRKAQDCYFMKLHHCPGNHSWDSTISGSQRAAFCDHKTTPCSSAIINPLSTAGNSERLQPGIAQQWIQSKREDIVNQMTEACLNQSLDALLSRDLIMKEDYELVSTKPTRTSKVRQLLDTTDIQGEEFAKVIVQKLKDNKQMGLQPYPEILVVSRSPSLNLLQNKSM
# ABHD5-PLIN5 inh: inhibitors of human ABHD5-perilipin-5 interaction; Q00G26+Q8WTS1; Split G. princeps luciferase complementation, luminescence, 4 h; 360,000 compounds, 0.78% hits; inhibition, % at 4 µM; AID 602281;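 active means inhibition above the mean inhibition across every tested compound plus 3 SD, cut at about 22% in these data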;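 further: 0% = DMSO only wells and the 100% control is not disclosed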
# NR2F2 inh: NR2F2 (human) inhibition, primary screen | P24468 | HEK293T NGFI-A luciferase reporter, luminescence | inhibition, % at 8.6 µM | 370,000 compounds, 0.7% hits | AID 686940;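 active means inhibition above a per-plate cutoff, mean inhibition of test wells between control levels plus 3 SD, cut at about 38% in these data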;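 further: cells cotransfected with COUP-TFII expression vector driving the NGFI-A reporter; 0% = median of COUP-TF2 test wells and 100% = reporter-only cells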
# Target sequence (P24468 whole entry, looked up): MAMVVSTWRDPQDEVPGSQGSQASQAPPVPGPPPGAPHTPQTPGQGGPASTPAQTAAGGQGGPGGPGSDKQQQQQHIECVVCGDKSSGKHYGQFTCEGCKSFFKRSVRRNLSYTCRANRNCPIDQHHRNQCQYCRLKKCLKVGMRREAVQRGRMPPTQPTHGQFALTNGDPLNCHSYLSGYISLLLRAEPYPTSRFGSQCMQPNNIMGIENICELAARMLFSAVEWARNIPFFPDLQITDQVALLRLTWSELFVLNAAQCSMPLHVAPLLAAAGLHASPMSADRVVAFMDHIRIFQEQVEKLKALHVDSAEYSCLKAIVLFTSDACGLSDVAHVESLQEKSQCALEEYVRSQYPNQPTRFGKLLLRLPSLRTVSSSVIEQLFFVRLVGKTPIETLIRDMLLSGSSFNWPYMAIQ
# TWEAK-Fn14 inh: inhibitors of TWEAK-Fn14 interaction signaling; 360,000 compounds, 2% hits; AID 1159606; inhibition, % at 10 µM; TWEAK-stimulated Fn14 reporter cells, luciferase luminescence, 8 h; in the data active means inhibition above about 50%
# NCOA1 inh: inhibits human SRC1 coactivator; HEK293 GAL4-SRC1 luciferase reporter, luminescence; inhibition, % at 3.6 µM; 360,000 compounds, 0.12% hits;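 active means inhibition above the campaign mean plus 3 SD, with each screening campaign given its own cutoff, cut at about 60% in these data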;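 further: 0% = DMSO treated cells and 100% = gossypol at 36 µM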
# NCOA2 inhibitor: human SRC2 (NCOA2) inhibition; Q15596; 370,000 compounds, 0.17% hits; inhibition, % at 9 µM; HEK293 GAL4-SRC2 luciferase reporter, luminescence;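 active means inhibition above the mean inhibition of all tested compounds plus 3 SD, set per campaign, cut at about 52% in these data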;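 further: 0% = DMSO treated cells and 100% = cells given Gossypol at 36 µM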
# LRH-1 inv ag: suppresses constitutive activity of human LRH-1. O00482. AID 602396. HEK293T StAR-luciferase reporter, LRH-1 transfected, 24 h. inhibition, % at 3.6 µM. 360,000 compounds, 0.13% hits;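 active means inhibition above the mean inhibition of all tested compounds plus 3 SD, cut at about 73% in these data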;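 further: 0% = DMSO wells and 100% = reporter-only cells lacking LRH-1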
# NCOA3 inh: human NCOA3 inhibition; Q9Y6Q9; HEK293 GAL4-SRC3 luciferase reporter, luminescence; inhibition, % at 3.6 µM; 360,000 compounds, 0.17% hits; AID 588352;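 active means inhibition above a per-campaign cutoff, the mean of all compounds plus 3 SD, cut at about 60% in these data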;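 further: 0% = DMSO-treated cells and 100% = gossypol-treated cells at 36 µM; higher means less SRC3-driven luciferase light from the GAL4 reporter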
# TROY NFkB inh: TROY signaling inhibition. Q293 LMP1-TROYcd NF-kB luciferase reporter, 4 h. inhibition, % at 10 µM. 360,000 compounds, 0.98% hits. AID 1347056;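 active means compounds whose plate-normalised and pattern-corrected inhibition of the luciferase reporter signal at the single screening dose is 50% or more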
# Granule exo inh: blocks lytic granule exocytosis; TALL-104 LAMP-1 surface exposure, flow cytometry; cells stimulated with thapsigargin and PMA; 360,000 compounds, 0.66% hits; AID 651702; inhibition, % at 10 µM;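 active means inhibition above about 55%, limit read from the data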
# TLR9-MyD88 inh: inhibitors of human TLR9-MyD88 binding; Q9NR96+Q99836; CHO BLA complementation TLR9-MyD88, CCF4 FRET ratio; inhibition, % at 4.98 µM; 340,000 compounds, 0.21% hits; AID 504734;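 active means inhibition above the mean over all tested compounds plus 3 SD, cut at about 21% in these data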;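 further: 0% = DMSO only wells and 100% = clavulanate BLA inhibitor control wells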
# An asterisk follows results filed as active; · = not tested or not shown.
SMILES,NOD2-RIPK2 inh,ABHD5-PLIN5 inh,NR2F2 inh,TWEAK-Fn14 inh,NCOA1 inh,NCOA2 inhibitor,LRH-1 inv ag,NCOA3 inh,TROY NFkB inh,Granule exo inh,TLR9-MyD88 inh
O=C(NC(=S)Nc1ccccc1N1CCCC1)c1ccccc1Br,12,-24,-2,23,-10,-35,10,-8,7,-2,-2
CCN(CC(=O)Nc1cc(Cl)ccc1C)C(=O)CSCc1ccc(C)cc1,5,5,7,-4,8,-22,0,17,-18,-2,0
Cc1ccc(NC(=O)NCCCN2CCCC2=O)cc1Cl,5,3,-17,0,-61,-22,-14,-26,-14,0,-13
CCCN(CCC)c1nc(N)c(C#N)c(CC#N)c1C#N,1,-3,·,5,-4,·,4,-1,9,-2,7
Cn1nc(C(=O)NC2CCC(O)CC2)c2ccccc2c1=O (stereo not given),-2,1,-15,6,-7,14,1,2,-16,4,-1
C[C@@H]1CN([C@@H](C)CO)C(=O)c2cc(C#CCN(C)C)cnc2O[C@H]1CN(C)Cc1ccc2c(c1)OCO2,-5,6,21,0,-8,14,-8,-8,-4,-3,11
CCOc1ccc2ccccc2c1/C=N/NC(=O)CNC(=O)C(c1ccccc1)c1ccccc1,-11,-1,13,28,-10,-19,-2,7,24,-13,5
CCOC(=O)c1[nH]c(C)c(C(=O)NCCCOC(C)C)c1C,1,-7,9,3,-10,-21,-3,8,-1,0,-3
Cc1cc(OCC(=O)O)c2cccc(C)c2n1,-8,-2,-16,-3,-21,3,-19,12,-12,11,-8
CC1CC(C)CN(C(=O)COc2ccc(-c3nnco3)cc2)C1 (stereo not given),1,4,6,4,7,7,-28,-23,12,-1,-8
O=C(CN(c1ccc(F)cc1)S(=O)(=O)c1ccccc1)NCc1ccco1,1,-6,-9,6,-1,-1,2,-35,9,0,4
CCCCNc1c(-c2ccc(SC(C)CC)cc2)nc2ccc(Cl)cn12 (stereo not given),-9,-18,-41,-20,·,-41,-41,·,-33,-2,·
O=C(C[C@H]1C/C=C\CCC(=O)OC[C@H]2CCCN2C1=O)NCCO,-2,7,-5,-3,10,8,8,2,12,0,-6
CSc1nc2ncc(-c3ccsc3)c(N)n2n1,4,0,2,-8,-15,21,13,-9,-15,0,4
CCOC(=O)C1(C)NC(c2cccs2)C2C(=O)N(c3ccccc3)C(=O)C21 (stereo not given),3,3,-7,19,-1,-11,6,9,6,6,4
O=C(Cc1ccccc1)N1CCN(c2ccc([N+](=O)[O-])cc2)CC1,3,2,-5,14,5,-1,25,-10,0,12,-8
COc1ccc(-c2[nH]ncc2CN2CCN(c3ccccn3)CC2)c(OC)c1,-1,0,24,5,-10,4,18,14,17,-2,6
Cc1ccc(C)c(N2CCN(c3cnn(-c4nc5ccccc5s4)c(=O)c3Cl)CC2)c1,10,2,-41,7,-167,-46,-130,-62,25,-1,5
CCCN1CCC2(CC1)NC(C(=O)O)Cc1c2[nH]c2ccccc12 (stereo not given),-1,6,·,15,-9,·,-11,11,-13,6,2
COc1cccc(C(=O)Nn2c(C)nnc2-n2nc(C)cc2C)c1,2,-1,-6,-8,-10,-34,-17,-30,1,0,0
CC(=O)c1nc2ccccc2n1CCc1ccccc1,3,1,-22,10,-7,-7,0,18,7,-1,9
CC(=O)NC(c1ccccc1)c1nc(-c2cc3ccccc3o2)cs1 (stereo not given),-3,-10,4,4,-14,16,0,-32,-5,-1,·
Cc1c(C(=O)Nc2cccc(S(=O)(=O)N3CCOCC3)c2)oc2ccccc12,8,5,-7,15,2,-41,4,-1,-24,-9,-7
CCCCCC#CCN1CCN(C23CC4CC(CC(C4)C2)C3)CC1,3,1,·,17,-17,·,-7,-3,-17,-2,6

# Taken from the results shown (6 entries):
SMILES,NOD2-RIPK2 inh,ABHD5-PLIN5 inh,NR2F2 inh,TWEAK-Fn14 inh,NCOA1 inh,NCOA2 inhibitor,LRH-1 inv ag,NCOA3 inh,TROY NFkB inh,Granule exo inh,TLR9-MyD88 inh
O=C(NC(=S)Nc1ccccc1N1CCCC1)c1ccccc1Br,12,-24,-2,23,-10,-35,10,-8,7,-2,-2
CCN(CC(=O)Nc1cc(Cl)ccc1C)C(=O)CSCc1ccc(C)cc1,5,5,7,-4,8,-22,0,17,-18,-2,0
Cc1ccc(NC(=O)NCCCN2CCCC2=O)cc1Cl,5,3,-17,0,-61,-22,-14,-26,-14,0,-13
CCCN(CCC)c1nc(N)c(C#N)c(CC#N)c1C#N,1,-3,·,5,-4,·,4,-1,9,-2,7
Cn1nc(C(=O)NC2CCC(O)CC2)c2ccccc2c1=O (stereo not given),-2,1,-15,6,-7,14,1,2,-16,4,-1
C[C@@H]1CN([C@@H](C)CO)C(=O)c2cc(C#CCN(C)C)cnc2O[C@H]1CN(C)Cc1ccc2c(c1)OCO2,-5,6,21,0,-8,14,-8,-8,-4,-3,11

# (continued)
SMILES,NOD2-RIPK2 inh,ABHD5-PLIN5 inh,NR2F2 inh,TWEAK-Fn14 inh,NCOA1 inh,NCOA2 inhibitor,LRH-1 inv ag,NCOA3 inh,TROY NFkB inh,Granule exo inh,TLR9-MyD88 inh
COc1ccc(C(=O)N/N=C(\c2ccccc2)c2ccccn2)cc1,-7,-6,-9,-28,23,-7,48,29,-7,-1,0
Cc1ccc2[nH]c3c(c2c1)CCCC3C(N)=O (stereo not given),-3,14,-9,8,-3,-19,12,9,-66,-5,-1
COC(=O)[C@]12CCCCC=C1N(Cc1cccc3ccccc13)C(=O)[C@H](CC(=O)NCc1ccc(C)o1)C2,16,11,18,3,·,-2,-21,·,12,-5,·
CC(CN1CCN(C)CC1)OC(=O)c1ccc(F)cc1 (stereo not given),2,0,-13,-5,-3,-10,-19,-5,-1,0,-5
COC(=O)COc1ccc(S(=O)(=O)Nc2cc([N+](=O)[O-])ccc2C)cc1,3,-4,8,-1,-3,-21,-2,16,13,0,9
COc1ccccc1OCCn1cc(C(=O)O)c2ccccc21,-1,4,-19,63*,-11,-22,5,13,-25,-1,16
COc1ccc(OC)c(CNC(=O)Cn2nc(C)c3c(C)n(-c4ccc(C)cc4)nc3c2=O)c1,-14,-5,39*,37,-3,19,8,6,32,8,4
O=C(CCNS(=O)(=O)c1ccccc1C(F)(F)F)N1CCN(S(=O)(=O)c2cccc(F)c2)CC1,-7,0,-5,-9,-9,-1,15,0,-7,-1,-6
CC(=O)c1c(C)[nH]c(C(=O)NCCc2c[nH]c3ccccc23)c1C,4,-4,-35,5,-18,-73,-23,-33,-28,-4,-6
Cc1ccc(NCc2nnc(SCC(=O)NCc3ccco3)n2CC2CCCO2)c(C)c1 (stereo not given),1,1,2,4,-21,-14,-1,18,-6,2,9
COc1cccc(N=C2NC(=O)/C(=C/c3cc([N+](=O)[O-])ccc3O)S2)c1,-9,-2,17,21,5,-19,1,-12,-4,-2,-17
O=C(O)CC(Cn1[nH]nnc1=S)c1ccccc1 (stereo not given),4,0,7,21,5,0,-23,-3,-1,-1,-2
Cc1cnc(CN(C)C(=O)C2CCC(=O)N(CCc3ccccc3)C2)[nH]1 (stereo not given),-2,13,8,13,14,9,-5,18,-3,-1,-13
CCOC(=O)c1cn(CC(=O)Nc2ccc(C(C)C)cc2)nn1,-4,-6,0,13,-28,10,3,6,-3,0,-1
Cc1nnc(-c2cccc(C(F)(F)F)c2)nc1N1CCOCC1,-5,5,3,-9,-5,-21,6,22,-15,1,4
COc1ccc(CNC(=O)COC(=O)Cc2ccc(Br)cc2)cc1,8,11,-5,-2,7,2,1,1,-6,0,1
CCN(CC)c1ccc(NC(=O)C2=CCN(S(=O)(=O)c3ccc(F)cc3)CC2)c(C)c1,-7,-8,8,-5,10,-4,-4,7,-4,-3,-1
C/C(=N/Nc1ccccc1[N+](=O)[O-])c1ccc([N+](=O)[O-])cc1,-4,6,24,-23,-13,-33,15,1,51*,-16,8
N#Cc1ccc(COC(=O)C2CC(=O)N(CCc3ccccc3)C2)cc1 (stereo not given),-6,-4,17,5,4,22,-10,5,-5,0,1
CCC1(CC)NC(=O)N(CC(=O)OC(C)C(=O)Nc2cc([N+](=O)[O-])ccc2OC)C1=O (stereo not given),-5,10,4,7,8,5,3,8,-9,-3,-10
C=CCSCC1Nc2cc(Cl)c(S(N)(=O)=O)cc2S(=O)(=O)N1 (stereo not given),-4,-4,2,-6,0,-23,-10,5,6,-7,-4
Cc1ccccc1OCC(O)Cn1c(NCCN(C)C)nc2c1c(=O)n(C)c(=O)n2C (stereo not given),5,-6,12,-16,0,-16,-15,8,9,0,-1
CN(CC(=O)Nc1cccc(F)c1)C(=O)c1ccccc1Cc1ccccc1,0,13,1,1,-8,-4,-19,4,-8,2,-2
CCOCCCn1c(=S)[nH]c2cc(C(=O)NCCOC)ccc2c1=O,5,-5,6,11,-23,-21,16,6,8,0,6
CSc1ccc(CNc2ccccn2)cc1,0,-5,-20,-7,-79,-33,-56,-22,-72,-1,-6
CCc1ccc(C(=O)N2CCN(c3ccc(NC(=O)c4ccco4)cc3)CC2)cc1,-9,4,17,-13,4,-8,-4,1,-2,-5,-12
O=C(COc1cccc2ccccc12)NNC(=O)CSCCO,0,2,9,18,-9,19,-9,1,-4,6,-3
O=[N+]([O-])c1ccc2[nH]nc(-c3ccccc3)c2c1,8,0,2,7,14,1,4,23,11,-2,0
CCC(C)[C@H]1COCCS(=O)(=O)N1Cc1ccc(Br)cc1 (stereo not given in full),7,-5,19,-4,-4,7,-6,20,-4,-1,-7
CCN1C(=O)/C(=C/c2ccc(OC)c(OC)c2)N=C1SCC(=O)NCc1ccco1,-4,-1,5,5,-21,-2,22,15,4,-3,6

# Assay outcomes (PubChem BioAssay)

# This is a subset; the hit share may differ from the screen's.
